Screening results: PubChem, several laboratories
NCOA1 inh – human NCOA1 inhibition. Q15788. HEK293 GAL4-SRC1 luciferase reporter, luminescence. inhibition, % at 3.6 µM. hit rate 0.12% among 360,000;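 active = inhibition above the campaign mean plus 3 SD, with each screening campaign given its own cutoff, cut at about 60% in these data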;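 note: 0% = DMSO treated cells and 100% = gossypol at 36 µM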
Target sequence (Q15788 whole entry, looked up, the tested form may be a part): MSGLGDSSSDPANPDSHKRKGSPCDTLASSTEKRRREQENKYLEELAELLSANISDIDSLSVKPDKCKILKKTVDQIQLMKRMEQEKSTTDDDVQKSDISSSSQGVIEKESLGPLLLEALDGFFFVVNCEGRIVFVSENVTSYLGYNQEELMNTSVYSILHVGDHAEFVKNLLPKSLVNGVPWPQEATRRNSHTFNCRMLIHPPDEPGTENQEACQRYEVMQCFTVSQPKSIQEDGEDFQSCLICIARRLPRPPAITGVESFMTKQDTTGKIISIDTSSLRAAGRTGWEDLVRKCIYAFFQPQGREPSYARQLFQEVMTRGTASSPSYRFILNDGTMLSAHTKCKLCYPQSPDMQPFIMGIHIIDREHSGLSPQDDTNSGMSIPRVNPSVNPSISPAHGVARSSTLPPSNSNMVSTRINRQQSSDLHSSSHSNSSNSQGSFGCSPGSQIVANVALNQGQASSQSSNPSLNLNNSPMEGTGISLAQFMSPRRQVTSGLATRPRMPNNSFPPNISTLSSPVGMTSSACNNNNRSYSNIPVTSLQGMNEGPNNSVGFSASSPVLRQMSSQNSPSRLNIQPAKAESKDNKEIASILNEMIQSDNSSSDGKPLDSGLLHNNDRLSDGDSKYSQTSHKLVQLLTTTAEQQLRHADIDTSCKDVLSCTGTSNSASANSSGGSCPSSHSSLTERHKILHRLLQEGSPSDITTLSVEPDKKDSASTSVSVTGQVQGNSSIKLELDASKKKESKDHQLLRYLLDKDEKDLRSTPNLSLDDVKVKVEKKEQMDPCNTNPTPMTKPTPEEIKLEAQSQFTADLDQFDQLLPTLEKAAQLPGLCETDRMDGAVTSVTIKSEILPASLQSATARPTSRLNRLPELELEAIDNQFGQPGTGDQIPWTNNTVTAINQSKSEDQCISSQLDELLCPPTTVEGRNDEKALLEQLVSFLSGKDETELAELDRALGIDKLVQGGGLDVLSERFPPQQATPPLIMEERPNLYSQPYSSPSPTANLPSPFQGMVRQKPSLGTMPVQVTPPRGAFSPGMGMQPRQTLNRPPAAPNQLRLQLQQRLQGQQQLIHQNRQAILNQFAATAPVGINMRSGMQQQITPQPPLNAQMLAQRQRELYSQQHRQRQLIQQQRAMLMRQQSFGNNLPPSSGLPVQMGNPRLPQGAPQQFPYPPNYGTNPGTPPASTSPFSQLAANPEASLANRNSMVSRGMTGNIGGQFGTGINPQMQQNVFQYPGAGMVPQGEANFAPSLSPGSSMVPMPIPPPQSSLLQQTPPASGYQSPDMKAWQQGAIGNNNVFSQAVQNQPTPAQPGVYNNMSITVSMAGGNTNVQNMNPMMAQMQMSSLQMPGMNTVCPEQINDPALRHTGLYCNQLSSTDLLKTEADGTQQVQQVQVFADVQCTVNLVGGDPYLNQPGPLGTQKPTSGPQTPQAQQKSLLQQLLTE
NR5A2 inv ag – inverse agonists of human LRH-1 (NR5A2) | HEK293T StAR-luciferase reporter, LRH-1 transfected, 24 h | hit rate 0.13% among 360,000 | O00482 | inhibition, % at 3.6 µM | AID 602396;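 active = inhibition above the mean inhibition of all tested compounds plus 3 SD, cut at about 73% in these data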;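 note: 0% = DMSO wells and 100% = reporter-only cells lacking LRH-1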
TROY signal inh – blocks TROY-dependent signaling in reporter cells | Q293 LMP1-TROYcd NF-kB luciferase reporter, 4 h | inhibition, % at 10 µM | hit rate 0.98% among 360,000 | AID 1347056;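 active = compounds whose plate-normalised and pattern-corrected inhibition of the luciferase reporter signal at the single screening dose is 50% or more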
SRC3 inh – inhibits human SRC3 coactivator | inhibition, % at 3.6 µM | Q9Y6Q9 | hit rate 0.17% among 360,000 | AID 588352 | HEK293 GAL4-SRC3 luciferase reporter, luminescence;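 active = inhibition above a per-campaign cutoff, the mean of all compounds plus 3 SD, cut at about 60% in these data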;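 note: 0% = DMSO-treated cells and 100% = gossypol-treated cells at 36 µM; higher means less SRC3-driven luciferase light from the GAL4 reporter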
ABHD5-PLIN5 inh – inhibitors of human ABHD5-perilipin-5 interaction; Q00G26+Q8WTS1; Split G. princeps luciferase complementation, luminescence, 4 h; inhibition, % at 4 µM; hit rate 0.78% among 360,000;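 active = inhibition above the mean inhibition across every tested compound plus 3 SD, cut at about 22% in these data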;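 note: 0% = DMSO only wells and the 100% control is not disclosed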
TLR9-MyD88 inh – TLR9-MyD88 interaction inhibition; hit rate 0.21% among 340,000; inhibition, % at 4.98 µM; CHO BLA complementation TLR9-MyD88, CCF4 FRET ratio; AID 504734; Q9NR96+Q99836;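 active = inhibition above the mean over all tested compounds plus 3 SD, cut at about 21% in these data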;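 note: 0% = DMSO only wells and 100% = clavulanate BLA inhibitor control wells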
COUP-TFII inh – NR2F2 (human) inhibition, primary screen; P24468; HEK293T NGFI-A luciferase reporter, luminescence; inhibition, % at 8.6 µM; hit rate 0.7% among 370,000;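 active = inhibition above a per-plate cutoff, mean inhibition of test wells between control levels plus 3 SD, cut at about 38% in these data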;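 note: cells cotransfected with COUP-TFII expression vector driving the NGFI-A reporter; 0% = median of COUP-TF2 test wells and 100% = reporter-only cells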
SRC2 inh – inhibits human steroid receptor coactivator 2; hit rate 0.17% among 370,000; AID 651957; HEK293 GAL4-SRC2 luciferase reporter, luminescence; inhibition, % at 9 µM; Q15596;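 active = inhibition above the mean inhibition of all tested compounds plus 3 SD, set per campaign, cut at about 52% in these data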;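 note: 0% = DMSO treated cells and 100% = cells given Gossypol at 36 µM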
NOD2-RIPK2 inh – inhibitors of human NOD2-RIPK2 interaction | CHO BLA complementation NOD2-RIPK2, CCF4 ratio | hit rate 0.38% among 360,000 | O43353 | inhibition, % at 4.98 µM; in the data active = inhibition above about 21%;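 note: 0% = vehicle only and 100% = reference blocker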
TWEAK-Fn14 inh – TWEAK-Fn14 signaling inhibition; TWEAK-stimulated Fn14 reporter cells, luciferase luminescence, 8 h; AID 1159606; hit rate 2% among 360,000; inhibition, % at 10 µM; in the data active = inhibition above about 50%
Exocytosis inh – lytic granule exocytosis inhibition. TALL-104 LAMP-1 surface exposure, flow cytometry; cells stimulated with thapsigargin and PMA. inhibition, % at 10 µM. hit rate 0.66% among 360,000. AID 651702;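 active = inhibition above about 55%, limit read from the data; inconclusive = no clear call, values can overlap the other calls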
* = called active by the depositor.

Screening CCOC(=O)N1CCN(CCC(=O)Nc2ccc(OC)cc2)CC1 returned NCOA1 inh -13, NR5A2 inv ag 7, TROY signal inh 16, SRC3 inh 8, ABHD5-PLIN5 inh 0, TLR9-MyD88 inh -12, COUP-TFII inh -5, SRC2 inh -21, NOD2-RIPK2 inh 0, TWEAK-Fn14 inh 1 and Exocytosis inh -2.
`Oc1cc2c(cc1O)CN(C(=S)NCCc1ccc(Cl)cc1)CCC2` gave NCOA1 inh -20, NR5A2 inv ag 26, TROY signal inh 13, SRC3 inh -16, ABHD5-PLIN5 inh 5, TLR9-MyD88 inh 3, COUP-TFII inh 1, SRC2 inh 10, NOD2-RIPK2 inh -5, TWEAK-Fn14 inh -13 and Exocytosis inh 27.
For Cn1ccsc1=NC(=O)c1ccc(CS(C)(=O)=O)cc1 the results were NCOA1 inh -6, NR5A2 inv ag -9, TROY signal inh -11, SRC3 inh -10, ABHD5-PLIN5 inh -7, TLR9-MyD88 inh -7, COUP-TFII inh -12, SRC2 inh -27, NOD2-RIPK2 inh 6, TWEAK-Fn14 inh -7 and Exocytosis inh -9.
COc1ccc(Br)cc1S(=O)(=O)N1CCCC1 was read as NCOA1 inh 12, NR5A2 inv ag 2, TROY signal inh -6, SRC3 inh 23, ABHD5-PLIN5 inh 2, TLR9-MyD88 inh 4, COUP-TFII inh -4, SRC2 inh 10, NOD2-RIPK2 inh 2, TWEAK-Fn14 inh -11 and Exocytosis inh -4.
Screening Cc1ccc([N+](=O)[O-])cc1N=C(c1ccc([N+](=O)[O-])cc1)N1CCOCC1 returned NCOA1 inh 13, NR5A2 inv ag 6, TROY signal inh 1, SRC3 inh 15, ABHD5-PLIN5 inh 2, TLR9-MyD88 inh -5, COUP-TFII inh 0, SRC2 inh 5, NOD2-RIPK2 inh -8, TWEAK-Fn14 inh 7 and Exocytosis inh 8.
CC(C)OC(=O)c1cc2c(ccn2-c2ccc(F)cc2)n1CC(=O)N1CCN(C(=O)c2ccco2)CC1 was read as NCOA1 inh 7, NR5A2 inv ag 0, TROY signal inh 22, SRC3 inh -7, ABHD5-PLIN5 inh -4, TLR9-MyD88 inh 1, COUP-TFII inh -1, SRC2 inh 16, NOD2-RIPK2 inh 3, TWEAK-Fn14 inh 9 and Exocytosis inh 26.
For Cc1ccc(C2(c3noc(CN4CCOCC4)n3)CCCC2)cc1 the results were NCOA1 inh -16, NR5A2 inv ag 10, TROY signal inh -14, SRC3 inh -7, ABHD5-PLIN5 inh -5, TLR9-MyD88 inh 4, COUP-TFII inh -8, SRC2 inh -9, NOD2-RIPK2 inh -13, TWEAK-Fn14 inh -6 and Exocytosis inh -3.
`CCc1c(C)nc2ncnn2c1Nc1ccccc1C` gave NCOA1 inh 4, NR5A2 inv ag 16, TROY signal inh -7, SRC3 inh 4, ABHD5-PLIN5 inh 4, TLR9-MyD88 inh -6, COUP-TFII inh 20, SRC2 inh 2, NOD2-RIPK2 inh -5, TWEAK-Fn14 inh -16 and Exocytosis inh 5.
For CN(CC(=O)OCC(=O)NC(=O)c1cccn1C)S(=O)(=O)c1ccc(Cl)cc1 the results were NCOA1 inh -2, NR5A2 inv ag 10, TROY signal inh -1, SRC3 inh 9, ABHD5-PLIN5 inh 7, TLR9-MyD88 inh -7, COUP-TFII inh 4, SRC2 inh 9, NOD2-RIPK2 inh -9, TWEAK-Fn14 inh -11 and Exocytosis inh -2.
CCc1ccc(N2CCN(S(=O)(=O)CC34CCC(CC3=O)C4(C)C)CC2)cc1 (stereo unspecified) was read as NCOA1 inh -3, NR5A2 inv ag 0, TROY signal inh 25, SRC3 inh 0, ABHD5-PLIN5 inh 1, TLR9-MyD88 inh -13, COUP-TFII inh 20, SRC2 inh -18, NOD2-RIPK2 inh -4, TWEAK-Fn14 inh 3 and Exocytosis inh 16.
Screening C[C@@H]1CN([C@@H](C)CO)C(=O)c2cc(NS(C)(=O)=O)ccc2O[C@@H](C)CCCCO[C@H]1CN(C)Cc1ccc2c(c1)OCO2 returned NCOA1 inh -23, NR5A2 inv ag -20, TROY signal inh -1, SRC3 inh -2, ABHD5-PLIN5 inh 0, TLR9-MyD88 inh 4, COUP-TFII inh -1, SRC2 inh -17, NOD2-RIPK2 inh -9, TWEAK-Fn14 inh -16 and Exocytosis inh 1.
Screening COCCN(C(=O)c1ccco1)c1nnc(-c2ccc(OC)c(OC)c2)s1 returned NCOA1 inh -6, NR5A2 inv ag 1, SRC3 inh -7, ABHD5-PLIN5 inh 7, TLR9-MyD88 inh 3, COUP-TFII inh 4, SRC2 inh 7, NOD2-RIPK2 inh -10, TWEAK-Fn14 inh -20 and Exocytosis inh -4.
Screening COc1ccccc1C(=O)Nc1ccccc1SC(=O)c1ccccc1OC returned NCOA1 inh -20, NR5A2 inv ag -45, TROY signal inh 50*, SRC3 inh -43, ABHD5-PLIN5 inh -50, TLR9-MyD88 inh 3, COUP-TFII inh -43, SRC2 inh -34, NOD2-RIPK2 inh 18, TWEAK-Fn14 inh 47 and Exocytosis inh 91*.
`CCC(C(=O)NC1CCCC1)n1c(-c2ccnc3ccccc23)nc2ccccc21` (stereo unspecified) gave NR5A2 inv ag -10, ABHD5-PLIN5 inh 2, COUP-TFII inh 6, SRC2 inh 22, NOD2-RIPK2 inh -16 and Exocytosis inh -2.
For COc1ccc(CN(C(=O)c2ccccc2Br)C2CCS(=O)(=O)C2)cc1 (stereo unspecified) the results were NCOA1 inh 6, NR5A2 inv ag -17, TROY signal inh 12, SRC3 inh 18, ABHD5-PLIN5 inh 5, TLR9-MyD88 inh 0, COUP-TFII inh -12, SRC2 inh -7, NOD2-RIPK2 inh 0, TWEAK-Fn14 inh 6 and Exocytosis inh 10.

Molecules listed so far that contain bromine, in the order listed:
COc1ccc(Br)cc1S(=O)(=O)N1CCCC1 was read as NCOA1 inh 12, NR5A2 inv ag 2, TROY signal inh -6, SRC3 inh 23, ABHD5-PLIN5 inh 2, TLR9-MyD88 inh 4, COUP-TFII inh -4, SRC2 inh 10, NOD2-RIPK2 inh 2, TWEAK-Fn14 inh -11 and Exocytosis inh -4.
For COc1ccc(CN(C(=O)c2ccccc2Br)C2CCS(=O)(=O)C2)cc1 (stereo unspecified) the results were NCOA1 inh 6, NR5A2 inv ag -17, TROY signal inh 12, SRC3 inh 18, ABHD5-PLIN5 inh 5, TLR9-MyD88 inh 0, COUP-TFII inh -12, SRC2 inh -7, NOD2-RIPK2 inh 0, TWEAK-Fn14 inh 6 and Exocytosis inh 10.

The listing continues.
For S=C(Nc1ccccc1)N(Cc1ccccc1)Cc1ccncc1 the results were NCOA1 inh 1, NR5A2 inv ag 1, TROY signal inh 6, SRC3 inh -1, ABHD5-PLIN5 inh -8, TLR9-MyD88 inh -12, COUP-TFII inh 7, SRC2 inh -35, NOD2-RIPK2 inh -2, TWEAK-Fn14 inh 12 and Exocytosis inh 4.
Screening COc1ccc(OC)c(-n2nnnc2SCC(=O)NCc2ccc3c(c2)OCO3)c1 returned NCOA1 inh 3, NR5A2 inv ag 19, TROY signal inh 8, SRC3 inh 24, ABHD5-PLIN5 inh 5, TLR9-MyD88 inh -3, COUP-TFII inh 16, SRC2 inh 7, NOD2-RIPK2 inh 0, TWEAK-Fn14 inh -4 and Exocytosis inh -3.
Screening OC(CN1CCN(c2cccc(Cl)c2)CC1)c1ccccc1 (stereo unspecified) returned NCOA1 inh 26, NR5A2 inv ag 22, TROY signal inh -5, SRC3 inh -1, ABHD5-PLIN5 inh 5, TLR9-MyD88 inh 1, COUP-TFII inh 6, SRC2 inh -1, NOD2-RIPK2 inh 5, TWEAK-Fn14 inh -10 and Exocytosis inh -12.
`CC(C)(CNC(=O)c1ccc(NS(=O)(=O)c2ccc(F)cc2)cc1)N1CCOCC1` gave NCOA1 inh 0, NR5A2 inv ag 6, TROY signal inh -16, SRC3 inh -11, ABHD5-PLIN5 inh 7, TLR9-MyD88 inh -2, COUP-TFII inh -3, SRC2 inh 13, NOD2-RIPK2 inh 1, TWEAK-Fn14 inh 1 and Exocytosis inh 20.
Screening O=C(Nc1ccc(Cl)cc1)[C@@H]1[C@@H]2C(=O)N(c3cccc(F)c3)C(=O)[C@@H]2[C@H]2C=CC=NN21 returned NCOA1 inh -11, NR5A2 inv ag 2, TROY signal inh -47, SRC3 inh -28, ABHD5-PLIN5 inh -11, TLR9-MyD88 inh -12, COUP-TFII inh 5, SRC2 inh -17, NOD2-RIPK2 inh 2, TWEAK-Fn14 inh 1 and Exocytosis inh inconclusive.

Random excerpt: 2 compounds from above
Screening OC(CN1CCN(c2cccc(Cl)c2)CC1)c1ccccc1 (stereo unspecified) returned NCOA1 inh 26, NR5A2 inv ag 22, TROY signal inh -5, SRC3 inh -1, ABHD5-PLIN5 inh 5, TLR9-MyD88 inh 1, COUP-TFII inh 6, SRC2 inh -1, NOD2-RIPK2 inh 5, TWEAK-Fn14 inh -10 and Exocytosis inh -12.
Screening O=C(Nc1ccc(Cl)cc1)[C@@H]1[C@@H]2C(=O)N(c3cccc(F)c3)C(=O)[C@@H]2[C@H]2C=CC=NN21 returned NCOA1 inh -11, NR5A2 inv ag 2, TROY signal inh -47, SRC3 inh -28, ABHD5-PLIN5 inh -11, TLR9-MyD88 inh -12, COUP-TFII inh 5, SRC2 inh -17, NOD2-RIPK2 inh 2, TWEAK-Fn14 inh 1 and Exocytosis inh inconclusive.

These rows are one share of the data; the hit share may differ from the screen's.
